Bioassay records: PubChem BioAssay, Sanford-Burnham Center for Chemical Genomics
SENP8 block-1 = SENP8 protease inhibitors, primary screen, biochemical, luminescence. purified SENP8, Z-RLRGG-aminoluciferin cleavage. inhibition, % at 10 µM. actives 1.2% (n = 330,000). AID 2540, 2010; in the data active = inhibition above about 50%
Target sequence (Q96LD8 whole entry, looked up): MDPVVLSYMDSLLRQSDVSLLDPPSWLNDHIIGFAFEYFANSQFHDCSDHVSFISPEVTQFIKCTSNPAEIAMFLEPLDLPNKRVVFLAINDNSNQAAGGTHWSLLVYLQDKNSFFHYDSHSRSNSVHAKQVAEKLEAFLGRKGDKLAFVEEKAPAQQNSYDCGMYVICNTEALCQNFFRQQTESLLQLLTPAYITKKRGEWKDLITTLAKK
PfG6PD inh = PfG6PD enzyme inhibitors, primary screen, biochemical, fluorescence intensity, uHTS. glucose-6-phosphate dehydrogenase-6-phosphogluconolactonase (Plasmodium falciparum 3D7). PfGluPho enzyme, NADPH resazurin-diaphorase fluorescence. inhibition, % at 20 µM. actives 0.78% (n = 350,000);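 active = inhibition reaching at least a set limit at 20 µM in the primary screen, cut at about 59% in these data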;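 also: 0% = DMSO wells with substrate and 100% = DMSO wells lacking glucose-6-phosphate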
NALP3 yeast inh = NALP3 inflammasome inhibitors in reconstituted yeast, primary screen, luminescence, uHTS; AID 2825, 2010; inhibition, % at 10 µM; actives 0.39% (n = 330,000); Yeast reconstituted NLRP3/ASC/caspase-1, beta-gal luminescence, 24 h;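 active = inhibition of 50% or more; inactive = inhibition below 50%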;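 also: plate controls were induced DMSO wells for no effect and uninduced yeast grown without galactose for full effect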
Apaf-1 inh = inhibitors of human Apaf-1 apoptosome, primary screen, biochemical, DEVD-Rh110 fluorescence, uHTS; inhibition, % at 20 µM; reconstituted apoptosome caspase-3 activity; AID 489030, 2010; actives 0.71% (n = 330,000); active = inhibition of at least 40% at 20 µM;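 also: plate controls were DMSO wells for no effect and DEVD-CHO caspase inhibitor wells for full effect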
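Assay system: Apoptosome proteins | Medium: pH 7.5 Hepes buffer with CHAPS, BSA, DTT | Also added: Cytochrome c and DEVD-Rh110 substrate | Times: 30 min plus 50 min, RT | Detection: Rhodamine 110 fluorescence at Ex 480/Em 540 nm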
HKDC1 inhibitor = HKDC1 hexokinase inhibitors, primary screen, biochemical, fluorescence, uHTS; actives 0.16% (n = 340,000); inhibition, % at 20 µM; AID 493160, 2011; recombinant HKDC1, G6PDH/diaphorase resazurin coupled fluorescence;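 active = inhibition above about 35% when tested at 20 µM, limit read from the data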;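 also: plate controls were DMSO wells with enzyme for no effect and DMSO wells lacking enzyme for full effect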
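Assay system – recombinant HKDC1 (HK5) hexokinase enzyme, produced in-house · Input – HKDC1 at 5 µg/mL · Reagent – glucose plus 1 mM ATP as hexokinase substrates · Timing – 90 min reaction incubation at room temperature, dark · Measured by – G6PDH/diaphorase-coupled fluorescence, 1 mM NADP, 100 µM resazurin, 525/613 nm · Benchmarks – DMSO-enzyme wells negative, buffer-substituted wells positive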
SENP7 inh = SENP7 protease inhibitors, primary screen, biochemical, luminescence, uHTS; recombinant SENP7, Z-RLRGG-aminoluciferin luminescence, 40 min; inhibition, % at 5 µM; actives 1.5% (n = 330,000); AID 434973, 2010;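 active = inhibition above about 50% at the single test dose, limit read from the data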;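 also: plate controls were DMSO with enzyme for no effect and no enzyme buffer wells for full effect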
SENP1 inh = human SENP1 catalytic domain inhibitors, primary screen, biochemical, FRET, uHTS | recombinant SENP1 catalytic domain, CyPet-SUMO1-YPet FRET cleavage | inhibition, % at 10 µM | actives 0.21% (n = 360,000) | AID 624204, 2012;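 active = inhibition at least 30% at 10 µM, raw YFP signal under a set limit, fluorescence ratio 0.5 to 1.5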;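 also: 0% = enzyme with DMSO and 100% = no enzyme wells; some results filed as inactive read as strong as hits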
Target sequence (Q9P0U3 419-644 limits assumed): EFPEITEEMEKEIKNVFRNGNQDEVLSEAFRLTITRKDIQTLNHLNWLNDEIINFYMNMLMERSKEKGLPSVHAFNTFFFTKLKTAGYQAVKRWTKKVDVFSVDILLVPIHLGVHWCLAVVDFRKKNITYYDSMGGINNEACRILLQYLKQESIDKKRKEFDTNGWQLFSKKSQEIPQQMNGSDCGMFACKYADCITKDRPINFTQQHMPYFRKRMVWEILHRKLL
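Assay system: hSENP1 catalytic domain, recombinant. Amount: SENP1 enzyme, 20 pM final. Schedule: 50 min reaction, RT, dark. Technique: FRET, CFP and YFP emission. Control set: no-enzyme wells low, DMSO-plus-enzyme wells high control.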
SENP6 inh = SENP6 protease inhibitors, primary screen, biochemical, luminescence, uHTS. actives 1.8% (n = 330,000). inhibition, % at 10 µM. AID 2599, 2010. Recombinant SENP6 catalytic domain, aminoluciferin luminescence;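 active = inhibition above about 50% at the single tested dose, limit read from the data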;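 also: plate controls were DMSO wells with enzyme for no effect and DMSO wells lacking enzyme for full effect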
Target sequence (Q9GZR1 628-1112 limits assumed): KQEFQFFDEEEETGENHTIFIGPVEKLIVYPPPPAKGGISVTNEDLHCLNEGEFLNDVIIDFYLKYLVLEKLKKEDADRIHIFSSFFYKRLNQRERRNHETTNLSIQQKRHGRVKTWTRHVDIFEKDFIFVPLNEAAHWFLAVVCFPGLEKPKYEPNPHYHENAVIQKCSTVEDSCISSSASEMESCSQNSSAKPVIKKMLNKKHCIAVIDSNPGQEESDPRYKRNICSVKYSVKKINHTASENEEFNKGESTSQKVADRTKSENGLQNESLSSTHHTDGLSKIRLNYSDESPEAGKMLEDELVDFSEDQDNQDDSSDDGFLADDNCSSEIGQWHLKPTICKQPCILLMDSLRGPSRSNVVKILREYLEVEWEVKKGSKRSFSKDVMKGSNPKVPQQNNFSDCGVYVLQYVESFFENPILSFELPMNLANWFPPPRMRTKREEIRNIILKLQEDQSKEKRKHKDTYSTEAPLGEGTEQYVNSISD
SENP8 block-2 = human SENP8 protease inhibitors, primary screen, biochemical, fluorescence, Nedd8 protein substrate, uHTS; inhibition, % at 20 µM; recombinant SENP8; actives 0.64% (n = 360,000); Sentrin-specific protease 8 (Homo sapiens), Q96LD8; AID 602440, 2012; in the data active = inhibition mostly above about 40%, no sharp cut-off; inactive = mostly below about 27%
The depositor's hits bear a star; i = inactive; / = not tested or not shown.

SMILES | SENP8 block-1 | PfG6PD inh | NALP3 yeast inh | Apaf-1 inh | HKDC1 inhibitor | SENP7 inh | SENP1 inh | SENP6 inh | SENP8 block-2
CN(C)C(CNC(=O)c1ccc(S(=O)(=O)Nc2ccccc2)cc1)c1ccco1 (stereo not drawn) | -7 | 2 | -5 | 4 | -1 | -4 | -3 | -15 | -7
O=C(COC(=O)c1nc(Cl)ccc1Cl)Nc1ccc2[nH]c(=O)[nH]c2c1 | -8 | 22 | 4 | -8 | -3 | -9 | -1 | -8 | 0
O=S(=O)(Nc1ccc2c(c1)OCO2)c1cccc(Br)c1 | -9 | 13 | 32 | -1 | 2 | 6 | 0 | 2 | 21
COc1ccc(NC(=O)N(CCCN2CCOCC2)Cc2cccnc2)c(OC)c1 | -4 | 0 | 15 | 6 | -4 | 3 | -2 | -9 | 10
CCCC(C(=O)NC(C)(C)CC)N(Cc1ccco1)C(=O)CNS(=O)(=O)c1ccccc1 (stereo not drawn) | -5 | -8 | 13 | 15 | -7 | 0 | -1 | -12 | 14
COC(CNC(=O)CN1CCN(Cc2ccccc2F)C1=O)OC | -10 | -5 | -9 | 1 | 2 | -12 | 1 | 0 | 9
COc1ccc(NC(=S)Nc2ccccn2)c(OC)c1 | -10 | 2 | 38 | -48 | -1 | -8 | 2 | 2 | 20
COc1ccccc1N1CCN(/N=C/c2ccccc2C(=O)O)CC1 | 1 | 1 | 6 | 1 | -6 | -2 | 1 | 10 | 14
O=C(COc1ccccc1)Nc1nnc(C23CC4CC(CC(C4)C2)C3)s1 | 6 | -18 | 17 | 4 | -5 | -1 | 1 | -14 | 3
Cc1cccc(NC(=O)CSc2ccc(-c3cccs3)nn2)c1C | -7 | -16 | 20 | -1 | 14 | -1 | 1 | -19 | 11
CCN(Cc1nc(-c2cccc(Cl)c2)no1)CC1CCCO1 (stereo not drawn) | -1 | -8 | 27 | 1 | -6 | 0 | 4 | 8 | 6
O=C(CN1C(=O)C2CC=CCC2C1=O)NCC(=O)Nc1ccc(F)c(F)c1 (stereo not drawn) | -6 | -9 | 17 | -8 | 4 | 12 | 1 | -7 | -1
Cn1nc(-c2ccc(NCCO)c([N+](=O)[O-])c2)c2ccccc2c1=O | -6 | -1 | 7 | 5 | 1 | 1 | 4 | 7 | 24
COC(=O)c1nn2c(C(F)(F)F)cc(-c3ccc(Br)o3)nc2c1Br | 6 | 0 | 14 | 6 | -4 | -9 | -23 | 11 | -212
CCOc1cccc(=O)c2c(C)n(CC(=O)c3ccccc3)c(C)c12 | -1 | 6 | 2 | 16 | -1 | 4 | 5 | 15 | 30
CCN(C(=O)COC(=O)CCOc1cc(C)ccc1C)c1c(N)n(Cc2ccccc2)c(=O)[nH]c1=O | / | 9 | / | / | -2 | / | 1 | / | 6
Cc1noc(C)c1NC(=O)N(C)C[C@H]1Oc2ccc(NS(=O)(=O)c3cccs3)cc2C(=O)N([C@H](C)CO)C[C@@H]1C | -7 | -11 | -6 | 8 | -1 | -7 | -14 | -5 | 3
COc1ccc(NC(=S)N2CCN(Cc3ccccc3)CC2)cc1 | 4 | 4 | 19 | -4 | -4 | 0 | 6 | 11 | 17
O=C(Cc1ccccc1)O/N=C1\CCCc2ccccc21 | 34 | 3 | -26 | 6 | -6 | 35 | 2 | -11 | 4
O=C(c1cccs1)N1CCN(C2CCN(Cc3ccccc3)CC2)CC1 | -4 | -11 | 19 | -10 | 5 | 0 | -2 | 0 | 19

3 compounds out of the list above, ordered by the value under SENP6 inh, ascending:
canonical_smiles,SENP8 block-1,PfG6PD inh,NALP3 yeast inh,HKDC1 inhibitor,SENP7 inh,SENP1 inh,SENP6 inh
O=C(Cc1ccccc1)O/N=C1\CCCc2ccccc21,34,3,-26,-6,35,2,-11
O=C(CN1C(=O)C2CC=CCC2C1=O)NCC(=O)Nc1ccc(F)c(F)c1 (stereo not drawn),-6,-9,17,4,12,1,-7
Cn1nc(-c2ccc(NCCO)c([N+](=O)[O-])c2)c2ccccc2c1=O,-6,-1,7,1,1,4,7

The list continues:
SMILES | SENP8 block-1 | PfG6PD inh | NALP3 yeast inh | Apaf-1 inh | HKDC1 inhibitor | SENP7 inh | SENP1 inh | SENP6 inh | SENP8 block-2
Cc1nc(N)nc(N)c1-c1ccc(Cl)c(Cl)c1 | / | -8 | / | / | 10 | / | 0 | / | 13
COc1ccc(NC(=O)CCC(=O)N2CCCC2)c([N+](=O)[O-])c1 | -1 | 15 | 11 | 3 | -6 | 0 | 0 | 4 | 0
NC(=O)[C@@H]1CCCN1Cc1nc(Cc2ccccc2F)no1 | -4 | -17 | -7 | -5 | -4 | 2 | 0 | -17 | 11
CCCCNC(=O)[C@H]1C[C@H]1[C@@H](O)[C@H](CO)NC(=O)[C@H](COCc1ccccc1)NC(=O)OC(C)(C)C | -5 | -15 | 0 | 3 | -5 | 8 | 2 | -6 | 3
COc1cc(C(NC=O)C(=O)Nc2c(C)cccc2C)ccc1O (stereo not drawn) | -3 | -6 | -6 | -15 | -4 | 2 | 3 | -8 | 18
CCCCn1c2nc3ccccc3nc2c2c(=O)n(-c3ccccc3)cnc21 | 3 | -1 | 48 | 24 | -3 | 5 | -17 | -5 | -383
COc1cc(-c2noc(C)c2C#Cc2ccsc2)cc(OC)c1OC | -13 | -5 | -20 | 24 | -3 | 10 | -1 | -15 | 15
OC1(c2cccc(C(F)(F)F)c2)CCN(c2ncnc3c2[nH]c2ccc(F)cc23)CC1 | / | 14 | / | / | 11 | / | -12 | / | -424
COc1cc(OC)c2c3c(c(C4CCCCC4)nc2c1)CCC3 | -9 | 1 | 17 | 25 | 4 | 1 | 0 | -4 | i
CCSc1c(-c2ccccc2)nc2c(C)cccc2c1C(=O)O | 4 | 17 | 8 | -8 | 3 | -3 | 0 | -9 | 23

Another view of part of the listing above:
Structure	SENP8 block-1	PfG6PD inh	NALP3 yeast inh	Apaf-1 inh	HKDC1 inhibitor	SENP7 inh	SENP1 inh	SENP6 inh	SENP8 block-2
Cc1nc(N)nc(N)c1-c1ccc(Cl)c(Cl)c1	/	-8	/	/	10	/	0	/	13
COc1ccc(NC(=O)CCC(=O)N2CCCC2)c([N+](=O)[O-])c1	-1	15	11	3	-6	0	0	4	0
NC(=O)[C@@H]1CCCN1Cc1nc(Cc2ccccc2F)no1	-4	-17	-7	-5	-4	2	0	-17	11

Other structures:
SMILES | SENP8 block-1 | PfG6PD inh | NALP3 yeast inh | Apaf-1 inh | HKDC1 inhibitor | SENP7 inh | SENP1 inh | SENP6 inh | SENP8 block-2
CC1=C(C(=O)OCc2ccccc2)C(c2ccc(N(C)C)cc2)NC(=O)N1 (stereo not drawn) | -4 | 23 | 14 | 4 | -7 | 5 | 4 | -3 | 6
C[C@H](CO)N1C[C@H](C)[C@@H](CN(C)S(=O)(=O)c2ccc(F)cc2)Oc2c(NC(=O)CCC(F)(F)F)cccc2C1=O | -3 | 1 | 26 | -1 | -1 | -1 | 1 | -9 | 7
c1ccc(C2=Nn3c(nnc3-c3cccnc3)SC2)cc1 | 3 | -6 | -14 | -4 | -8 | 0 | 2 | -1 | 8
O=S(=O)(c1ccccc1)N1CCN=C1SCc1c(F)cccc1Cl | -3 | 106* | 25 | 16 | -1 | 1 | 0 | 0 | 3
COc1ccc(NC(=S)N(CCc2c(C)[nH]c3ccccc23)Cc2ccco2)cc1 | -9 | 4 | 3 | 9 | -3 | 12 | -3 | -7 | -6
N#Cc1ccc(NC(=O)Nc2ccc(Oc3ccc(NC(=O)Nc4ccc(C#N)cc4)cc3)cc2)cc1 | -8 | -3 | 14 | 16 | -2 | 4 | 1 | 7 | 10
CCOc1ccccc1C(=O)NN1C(=O)C2CCCCC2C1=O (stereo not drawn) | 2 | 1 | 6 | -7 | -9 | 9 | 1 | -12 | 16
COc1ccc(N2CCN(c3nc4c(c(=O)n(C)c(=O)n4C)n3Cc3ccccc3)CC2)cc1 | -4 | 3 | -8 | 22 | -1 | 2 | -1 | -19 | 31
C/C(=N\Nc1ncc(Cl)cc1Cl)c1ccc(S(=O)(=O)NCc2ccco2)cc1 | -6 | 18 | -15 | 13 | 11 | -1 | 15 | -15 | 20
Cc1cccc(NC(=O)COC(=O)CCc2c[nH]c3ccccc23)c1 | -4 | 4 | 29 | 5 | -4 | 11 | 1 | 0 | 7
CN(C)c1ccc(NC(=O)CN2C(=O)c3ccccc3C2=O)cc1 | -12 | 4 | 23 | 21 | -11 | -2 | 2 | 8 | 18
O=C(CSc1ccc2ccccc2n1)N1CCC(c2noc3ccc(F)cc23)CC1 | -16 | 10 | 26 | 30 | -3 | 2 | 4 | -10 | 15
Cc1ccc(-c2csc(NC(=O)N3CCOCC3)n2)cc1 | 2 | 3 | 9 | 7 | -4 | 0 | 0 | -10 | 9
Cc1ccc(S(=O)(=O)CCC(=O)Nc2nc(C(C)(C)C)cs2)cc1 | 3 | 15 | 13 | 16 | -4 | -1 | -1 | -7 | 17
CCCn1c(CCC(=O)Nc2ccccc2Cc2ccccc2)nc2cc(S(=O)(=O)N3CCOCC3)ccc21 | -7 | 7 | 24 | 24 | -5 | 10 | -58 | -3 | 2
Cc1ccc(N2CC(C(=O)Nc3nnc(SCC(=O)NCC4CCCO4)s3)CC2=O)cc1 (stereo not drawn) | -3 | 3 | 19 | -2 | -4 | -4 | 1 | -5 | -3
CCN(CC)CCCNc1nc2ccccc2c2[nH]c3ccc(OC)cc3c12 | / | 52 | / | / | 16 | / | 1 | / | -481

Just SENP8 block-1, Apaf-1 inh and SENP7 inh, for some of the entries so far:
compound,SENP8 block-1,Apaf-1 inh,SENP7 inh
CN(C)c1ccc(NC(=O)CN2C(=O)c3ccccc3C2=O)cc1,-12,21,-2
O=C(CSc1ccc2ccccc2n1)N1CCC(c2noc3ccc(F)cc23)CC1,-16,30,2
Cc1ccc(-c2csc(NC(=O)N3CCOCC3)n2)cc1,2,7,0
Cc1ccc(S(=O)(=O)CCC(=O)Nc2nc(C(C)(C)C)cs2)cc1,3,16,-1
CCCn1c(CCC(=O)Nc2ccccc2Cc2ccccc2)nc2cc(S(=O)(=O)N3CCOCC3)ccc21,-7,24,10
Cc1ccc(N2CC(C(=O)Nc3nnc(SCC(=O)NCC4CCCO4)s3)CC2=O)cc1 (stereo not drawn),-3,-2,-4

Rows are unselected. Share with any hit: about 4.1%.
